Compound activity from PubChem.
TGFb inhibitor: blocks TGF-b signaling | HepG2 CAGA-GFP TGF-b/SMAD3 reporter, GFP fluorescence, 18 h; TGF-beta stimulated, 500 pg/mL final | Potency, µM (series often up to 46.1 µM), for inactives: at the highest dose activity, negative = inhibition, hits mostly inhibitors | hit rate 1.2% among 410,000; further: potency means the concentration at half of the fitted maximal effect; on the % scale 0 is the no-effect control and ±100 the full control effect; nearly all actives have a fitted effect of over 65% in size
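Smad-responsive CAGA-GFP expression was quantified in HEPG2 cells exposed to compounds and 500 pg/mL final TGF-beta for 18 h at 37 degrees C; unstimulated wells defined full inhibition.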
Abeta yeast res: compounds reversing amyloid beta toxicity in yeast; yeast expressing A-beta42, growth rescue, OD600, 48 h; response scale: 0% DMSO, 100% iron-clioquinol control; Potency, µM (top dose mostly 46.1 µM), without a hit: top-dose growth rescue, actives largely listed as activators; hit rate 0.063% among 410,000; further: potency means the concentration at half of the fitted maximal effect; nearly all actives have a fitted effect of over 55% in size
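Yeast growth medium received pinned compounds, then yeast cells expressing toxic A-beta were added; plates incubated at 30 C for 48 hr. Growth read as absorbance at 600 nm, normalized to DMSO and equimolar FeCl3 plus clioquinol controls.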
HepG2 tox: kills HepG2 cells in TGF-b inhibitor counter-screen; HepG2 CAGA-GFP viability, ATP luminescence, 18 h; Potency, µM (titrated, usually from 46.1 µM), inactives show top-dose activity change, negative = cytotoxicity, actives largely listed as cytotoxic; hit rate 0.76% among 410,000; further: potency means the concentration at half of the fitted maximal effect; some results filed as inactive show a strong effect at the top dose
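CellTiter-Glo luminescence gave cytotoxicity after 18 hours at 37 degrees C. The cells were HepG2 CAGA-GFP in 1% FBS DMEM, stimulated with 500 pg/mL TGF-beta after compound addition. %Activity was normalised to no-cell wells (complete cell-killing) and DMSO (no toxicity), and curves were fitted and classified.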
Akt phos inh: inhibitors of Akt phosphorylation | Neuro2A IGF-stimulated pAkt S473 HTRF, 20 min; active compounds read low | activity change, % for hits at 50 µM | hit rate 0.32% among 360,000; in the data active means activity change below about -80%; inconclusive means mostly about -51% to -80%; further: on the % scale 0 is the no-effect control and ±100 the full control effect
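Neuro2A cells in DMEM with 0.5% FBS, overnight at 37 deg C, given compound at single 50 µM final, then IGF (6 nM final) for 20 min at 37 deg C. Lysed; phospho-Akt Ser473 by HTRF after 24 h, 665/615 ratio.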
Nrf2 block: blocks Nrf2 signaling; hit rate 2.1% among 360,000; AID 504444; A549 ARE-Fluc reporter, luciferase luminescence, 18-24 h; Potency, µM (highest dose often 46 µM), inactives show top-dose activity change, negative = inhibition, usual class: inhibitors; further: potency means the concentration at half of the fitted maximal effect; on the % scale 0 is the no-effect control and ±100 the full control effect; nearly all actives have a fitted effect of over 60% in size
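Nrf2 function is reported as luminescence of an ARE-controlled luciferase in A549 cells. Compounds were tested at several concentrations, and a CellTiter-Fluor read on the same wells flagged cytotoxicity.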
Mm-Cpn inhibitor: blocks the Methanococcus maripaludis chaperonin Mm-Cpn; purified Mm-Cpn ATPase, ADP Transcreener TR-FRET; Potency, µM (top dose mostly 76.9 µM), for inactives: at the highest dose activity, negative = inhibition, actives largely listed as inhibitors; hit rate 0.031% among 330,000; further: potency means the concentration at half of the fitted maximal effect; on the % scale 0 is the no-effect control and ±100 the full control effect; nearly all actives have a fitted effect of over 80% in size
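TR-FRET (320 nm excitation; 590 and 665 nm emission) reports ADP made from 10 uM ATP by 25 nM enzyme; compounds were preincubated 10 min, reaction run 30 min, both at 37°C.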
Nrf2 activator: activates Nrf2 signaling; AREc32 ARE-luciferase reporter (MCF7-derived line), luminescence, 24 h; hit rate 0.31% among 410,000; Potency, µM (doses to about 46.1 µM), inactives show at the highest dose activation, hits mostly activators; further: potency means the concentration at half of the fitted maximal effect; % of control where 0% means no effect; nearly all actives have a fitted effect of over 65% in size
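Nrf2 activation is followed as ARE-luciferase induction in the AREc32 line after one day of compound treatment; luminescence is read with Steady-Glo.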
A549 viability: A549 cytotoxicity, counter-screen for Nrf2 inhibitors; A549 ARE-Fluc cells, CellTiter-Fluor viability, 18-24 h; Potency, µM (top dose mostly 46 µM), inactives show top-dose activity change, negative = cytotoxicity, hits mostly inhibitors; hit rate 0.16% among 390,000; further: potency means the concentration at half of the fitted maximal effect; on the % scale 0 is the no-effect control and ±100 the full control effect
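A549 ARE_Fluc cells in 5% FBS OPTI-MEM were exposed to compounds in concentration-response for 18-24 h at 37 deg C. Viability was read by CellTiter-Fluor fluorescence (Ex 405/Em 525) after 30 min, before the luciferase read.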
CCT modulator: cytosolic chaperonin activity modulation; activity change, % (no concentration beside the values), hits read low; purified chaperonin ATPase assay, HTRF ADP detection, 30 min; hit rate 0.3% among 360,000; in the data active means activity change below about -30%; further: on the % scale 0 is the no-effect control and ±100 the full control effect
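Nucleotide hydrolysis assay: TRiC at 20–40 nM final (set by batch activity) with 10 uM ATP, 30 min at 37 °C, in presence of 76 uM compound. Detection by competitive ADP HTRF, 30 min ambient.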
Starred values were filed as active, the others as inactive; i = inactive; ? = inconclusive; . = no result given; [ ] = another dose, or the depositor's remark. Unless noted, the call rests on the fitted dose curve; in most records, active means well fitted curve in the direction sought with a large enough effect; inconclusive means small, poorly fitted or top-dose-only effect, or another doubt; inactive means no such curve, though single readings can be large; an effect the other way counts as inactive or inconclusive.

SMILES	TGFb inhibitor	Abeta yeast res	HepG2 tox	Akt phos inh	Nrf2 block	Mm-Cpn inhibitor	Nrf2 activator	A549 viability	CCT modulator
Cc1ccnc(NC(=O)C2CCCN(S(=O)(=O)c3cnc[nH]3)C2)c1 (stereo not given)	-34%	0%	4%	i	?	0%	0.2%	-2%	-5.6
CCCC1(C2CCCC2)NC(=O)NC1=O (stereo not given)	1%	2%	9%	i	11%	.	-0.3%	2%	0.0
Cc1ccc(NC(=O)c2nc(S(C)(=O)=O)ncc2N(Cc2ccccc2)Cc2ccco2)c(C)c1	0%	12%	-5%	.	10%	.	-0.1%	0%	.
CC(NC(=O)COC(=O)CCc1ccc(S(=O)(=O)N2CCOCC2)cc1)C1CC2CCC1C2 (stereo not given)	0%	19%	-7%	i	8%	-1%	1.7%	8%	1.2
COc1ccc(C(C(=O)NC(C)(C)C)N(C(=O)CCC(=O)Nc2cc(C)on2)c2cccc(F)c2)cc1 (stereo not given)	-16%	0%	-18%	i	-28%	-3%	0.0%	-4%	-3.0
O=C(Nc1ccc(N2CCOCC2)c(S(=O)(=O)Nc2ccccc2Cl)c1)c1ccc(=O)[nH]n1	-26%	0%	-3%	i	-20%	.	0.7%	0%	-2.3
CN(C(N)=S)c1ccccc1	2%	9%	12%	i	18%	1%	-0.1%	1%	-0.6
Cc1cc(C)nc(Nc2n[nH]c(-c3ccccc3N)n2)n1	22%	-6%	1%	i	?	-1%	-0.5%	12%	2.6
COc1ccc(NC(=O)/C(C#N)=C/c2cccnc2)c(OC)c1	-12%	?	4%	i	-2%	-2%	5.2%	4%	-0.9
COc1cccc2cc(-c3cc(=O)oc4ccc(O)cc34)oc12	-23%	-4%	-19%	i	7%	-3%	-0.6%	-1%	-8.4
CC[C@@]1(C(=O)OC)N[C@H](CN(C)C(=O)Nc2ccc(OC)cc2)[C@@H]2C(=O)N(Cc3ccccc3)C(=O)[C@@H]21	-1%	0%	9%	i	11%	0%	4.6%	-12%	0.8
COc1ccc(-n2c(C)ccc2-c2ccccc2)cn1	2%	25%	-5%	i	-4%	-2%	?	1%	-1.2
CC(CC(=O)Nc1ccc2c(c1)c(=O)n(C)n2-c1ccc2ccccc2c1)C(F)(F)F (stereo not given)	1%	-15%	-32%	i	.	.	0.7%	.	-2.5
NC(=O)c1ccc(Oc2ncc(C(F)(F)F)cc2Cl)cc1	-11%	8%	1%	i	-2%	-4%	2.2%	-1%	-4.9
Cc1ccc(N(C(=O)c2csnn2)C(C(=O)NC2CCCC2)c2ccncc2)c(C)c1 (stereo not given)	1%	-3%	-4%	i	15%	0%	-0.2%	0%	-0.8
O=C(CSC(=S)N1CCN(c2ccccc2)CC1)Nc1nc(-c2ccccc2)c(-c2ccccc2)o1	-11%	-5%	7%	i	?	0%	-0.5%	6%	-0.5
COCc1cc(=O)[nH]c(-c2csc(C)n2)n1	13%	-8%	-1%	i	?	0%	0.1%	5%	1.2
CCc1ccc(NC(=O)/C(C#N)=C/c2ccncc2)cc1	2%	17%	-36%	i	4%	1%	3.5%	-2%	0.7
Cc1nc2oc3c(NCc4ccccc4)ncnc3c2c2c1COC(C)(C)C2	-14%	1%	-1%	.	?	-1%	-0.2%	-11%	-0.3
CSc1ccc(/C=C/C(=O)NC(=O)c2ccccc2O)cc1	?	-16%	-29%	i	20%	-3%	15%	0%	-1.9
Cc1ccc2c(c1)C(c1ccc(F)cc1)N(C(=O)c1cc3ccccc3oc1=O)CC(=O)N2 (stereo not given)	2%	1%	-3%	i	-12%	0%	0.8%	-1%	2.1
COc1ccc(N(CC(=O)NCCSc2ccccc2)S(=O)(=O)c2ccccc2)cc1OC	?	4%	-37%	i	-36%	-12%	-0.3%	-2%	0.0
CC(C(=O)NCCc1ccc(F)cc1)N1CCN(Cc2ccccc2)CC1 (stereo not given)	-28%	-4%	7%	i	9%	3%	0.0%	3%	-3.6
Cc1ccc(-c2nc(NC(=O)CSc3nnnn3-c3ccccc3)ns2)cc1	?	-1%	-18%	i	30%	1%	2.0%	0%	-3.4
O=C(COC(=O)c1ccc(O)cc1)Nc1ccc(OC(F)F)cc1	21%	6%	-5%	i	1%	4%	0.1%	1%	0.9
C/C(=C\C(=O)OCC(=O)NCc1ccccc1)C(=O)OCC(=O)NCc1ccccc1	?	-13%	-5%	i	12%	3%	-0.7%	6%	1.4
Cc1ccc2ncnc(NCCC(=O)O)c2c1	-7%	-30%	7%	i	17%	-5%	0.3%	-11%	0.8
O=S(=O)(Oc1ccccc1/C=N/n1cnnc1)c1ccccc1	-13%	-6%	21%	i	4%	1%	-0.2%	4%	0.6
COC(=O)c1cc2c(ccn2-c2ccc(F)cc2)n1Cc1ccc(OC)cc1	-11%	-2%	-1%	i	?	-7%	5.0%	-1%	-1.1
COc1cc(NC(=S)N2CCN(c3ccccn3)CC2)c(OC)cc1Cl	-15%	-2%	-15%	i	1%	0%	5.4%	13%	-3.4
COc1ccc(OCc2nnc(SCC(N)=O)n2N)cc1	-17%	-3%	-11%	i	-1%	0%	-0.3%	-8%	-1.4
Cc1ccc2nc(-c3ccccn3)c(Nc3ccc(F)cc3)n2c1	0%	?	-14%	.	?	.	0.1%	-29%	.
O=[N+]([O-])c1ccc(Oc2ccc(C(F)(F)F)cn2)cc1	-27%	-3%	-25%	i	-8%	-1%	0.2%	3%	0.8
O=C(CN1C(=O)NC2(CCOc3ccccc32)C1=O)c1ccc[nH]1 (stereo not given)	-8%	-17%	-5%	i	1%	-6%	0.2%	4%	1.3
Cc1ccc(NC(=O)C(=O)NCCc2c[nH]c3ccccc23)cc1C	0%	-16%	12%	i	1%	1%	0.4%	-1%	-0.6
CCCN(C(=O)c1cc2c(Cl)nc3ccccc3c2s1)c1cccc(C)c1	13%	-1%	-2%	.	6%	.	-0.9%	10%	.

Reformatted field by field: four of the compounds above.
Cc1nc2oc3c(NCc4ccccc4)ncnc3c2c2c1COC(C)(C)C2
  TGFb inhibitor = -14%
  Abeta yeast res = 1%
  HepG2 tox = -1%
  Akt phos inh = .
  Nrf2 block = ?
  Mm-Cpn inhibitor = -1%
  Nrf2 activator = -0.2%
  A549 viability = -11%
  CCT modulator = -0.3
CSc1ccc(/C=C/C(=O)NC(=O)c2ccccc2O)cc1
  TGFb inhibitor = ?
  Abeta yeast res = -16%
  HepG2 tox = -29%
  Akt phos inh = i
  Nrf2 block = 20%
  Mm-Cpn inhibitor = -3%
  Nrf2 activator = 15%
  A549 viability = 0%
  CCT modulator = -1.9
Cc1ccc2c(c1)C(c1ccc(F)cc1)N(C(=O)c1cc3ccccc3oc1=O)CC(=O)N2 (stereo not given)
  TGFb inhibitor = 2%
  Abeta yeast res = 1%
  HepG2 tox = -3%
  Akt phos inh = i
  Nrf2 block = -12%
  Mm-Cpn inhibitor = 0%
  Nrf2 activator = 0.8%
  A549 viability = -1%
  CCT modulator = 2.1
COc1ccc(N(CC(=O)NCCSc2ccccc2)S(=O)(=O)c2ccccc2)cc1OC
  TGFb inhibitor = ?
  Abeta yeast res = 4%
  HepG2 tox = -37%
  Akt phos inh = i
  Nrf2 block = -36%
  Mm-Cpn inhibitor = -12%
  Nrf2 activator = -0.3%
  A549 viability = -2%
  CCT modulator = 0.0

Other structures
SMILES	TGFb inhibitor	Abeta yeast res	HepG2 tox	Akt phos inh	Nrf2 block	Mm-Cpn inhibitor	Nrf2 activator	A549 viability	CCT modulator
COc1ccc(Cc2n[nH]c(=S)n2-c2ccc3c(c2)OCCO3)cc1	19%	2%	6%	i	-25%	4%	0.3%	0%	1.4
Nc1ccc(-c2cnc(-c3ccc(N)cc3)nc2)cc1	-8%	-2%	-12%	i	?	1%	-0.1%	-11%	-1.4
O=C(O)CC(c1ccccc1)N1C(=O)c2ccccc2C1=O (stereo not given)	27%	-1%	-25%	i	?	.	0.3%	-9%	1.5
O=C1c2cccc3cccc(c23)C(=O)C1(O)O	?	-6%	2%	i	3%	.	?	-19%	-1.4
COc1ccc(Nc2cc3n(c(=O)n2)CCc2cc(OC)c(OC)cc2-3)cc1	33%[activator]	-1%	7%	i	-27%	0%	8.1%	?	-3.8
COC(=O)CN1C(=O)CC(C)(C)Sc2ccccc21	20%	-4%	63%	i	15%	1%	-0.9%	-3%	-1.8
Cc1ccc(-c2nnc(Nc3ccccc3O)c3ccccc23)cc1	?	-12%	-36%	.	9%	.	17%	-1%	.
CCOC(=O)N1CCN(C(=O)CS(=O)(=O)c2cn(Cc3ccc(Cl)cc3)c3ccccc23)CC1	-12%	2%	-12%	i	?	0%	3.6%	0%	-1.2
COc1cccc(CN(C)C(=O)C2CCN(S(=O)(=O)c3ccc(C)cc3)CC2)c1OC	-7%	-1%	-29%	i	?	2%	-0.1%	?	-0.2
CCCC(c1nnnn1CCc1ccccc1)N1CCC(C(N)=O)CC1 (stereo not given)	6%	13%	-19%	i	-10%	-1%	-0.4%	7%	-0.7
O=C(COC(=O)CN1C(=O)C2CCCCC2C1=O)Nc1cc(F)ccc1F (stereo not given)	-1%	4%	6%	i	18%	-3%	-0.5%	-5%	3.5
CN(Cc1ccco1)C(=O)c1ccc(OC2CCN(Cc3ccccn3)CC2)cc1	4%	-14%	-29%	i	7%	0%	-0.2%	1%	2.1
COc1ccc(CCNC(=O)NS(=O)(=O)c2ccc(C)cc2)cc1OC	1%	0%	-6%	i	?	-3%	2.8%	-2%	-1.8
CN(C1CCCCC1)S(=O)(=O)c1ccc(S(=O)(=O)N2CCN(C(=O)c3ccccc3F)CC2)cc1	6%	-15%	-3%	i	-21%	0%	-1.1%	4%	0.7
O=C(COC(=O)c1cn(-c2ccccc2)nc1-c1ccc(F)cc1)Nc1ncc(Cl)cc1Cl	1%	-10%	3%	i	?	-1%	5.0%	4%	-0.4
O=C(OCc1cc(=O)n2nc(C3CCCCC3)sc2n1)c1ccccc1Cl	-19%	-7%	-21%	.	?	.	4.6%	-6%	.
